CHRM5 agonist – CHRM5 agonism in calcium assay. CHO-K1 hM5 cells, Fluo-8 calcium fluorescence; 0% DMSO wells, 100% maximal acetylcholine response. activation, % at 3 µM. 360,000 compounds, 0.19% hits;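 active = activation above the run's mean over test compounds plus 3 SD, cut at about 23% in these data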;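 note: signal is peak over basal fluorescence ratio across the kinetic read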
Target sequence (P08912 whole entry, looked up): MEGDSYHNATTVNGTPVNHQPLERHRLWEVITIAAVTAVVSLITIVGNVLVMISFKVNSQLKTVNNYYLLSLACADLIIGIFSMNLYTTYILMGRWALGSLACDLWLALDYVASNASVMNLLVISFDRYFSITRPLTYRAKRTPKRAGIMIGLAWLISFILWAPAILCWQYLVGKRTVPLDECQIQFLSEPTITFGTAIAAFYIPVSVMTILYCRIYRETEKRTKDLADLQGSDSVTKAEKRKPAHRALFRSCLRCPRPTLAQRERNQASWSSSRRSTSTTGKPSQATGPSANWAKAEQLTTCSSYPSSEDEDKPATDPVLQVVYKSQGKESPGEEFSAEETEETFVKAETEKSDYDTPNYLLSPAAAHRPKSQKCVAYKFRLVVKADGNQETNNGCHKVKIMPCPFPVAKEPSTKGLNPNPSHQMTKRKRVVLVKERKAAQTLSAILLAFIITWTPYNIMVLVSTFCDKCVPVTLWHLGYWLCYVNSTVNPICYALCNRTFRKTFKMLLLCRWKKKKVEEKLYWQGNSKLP
M5 PAM – CHRM5 positive allosteric modulation | activation, % at 3 µM | 360,000 compounds, 0.3% hits | CHO-K1 hM5, Fluo-8 calcium, ACh EC20 PAM; 0% = ACh EC20, 100% = ACh EC100 | AID 624038;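 active = activation above the run cutoff, the mean activation of all test compounds plus 3 SD, cut at about 18% in these data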
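System: CHO-K1 cell line with stable human muscarinic M5 receptor expression | Also added: EC20 acetylcholine as agonist stimulus | Compound: One concentration, 3 µM final (nominal) | Timing: Fluo-8 loading 80 min at 37 °C plus 30 min room temperature | Measured by: Fluo-8 calcium dye fluorescence, kinetic read | Read-out basis: % activation, ACh-normalized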
CRFR2-BP ag – CRF-BP/CRF-R2 complex agonism. HEK293 CRF-R2/CRF-BP, calcium dye fluorescence (FLIPR); percent of saturating CRF peptide response. activation, % at 13.2 µM. 350,000 compounds, 0.46% hits. AID 588473;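 active = activation of at least 50%, plus an integration ratio under a set limit after plate pattern correction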;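 note: plate controls were neutral control wells without compound for no effect and CRF at EC100 for full effect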
M4 ag – agonists of human muscarinic M4 receptor (CHRM4). 360,000 compounds, 0.14% hits. CHO-K1 hM4/Gqi5, Fluo-8 calcium fluorescence; vehicle 0%, full acetylcholine response 100%. activation, % at 3 µM;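 active = activation above the run mean over all test wells plus 3 SD, cut at about 32% in these data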;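 note: peak over basal fluorescence ratio per well then scaled between controls; 0% = DMSO wells and 100% = acetylcholine at EC100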
CHRM4 PAM – positive allosteric modulators of human muscarinic M4 receptor. AID 624126. CHO-K1 hM4/Gqi5, Fluo-8 calcium fluorescence, ACh EC20; 0% = ACh EC20, 100% = maximal ACh. 360,000 compounds, 0.4% hits. activation, % at 3 µM. P08173;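 active = activation above its plate's cutoff, the mean activation of sample wells plus 3 SD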; note: some results filed as inactive read as strong as hits
M5 antag – antagonists of human muscarinic M5 receptor (CHRM5). inhibition, % at 3 µM. P08912. 360,000 compounds, 0.59% hits. CHO-hM5 cells, Fluo-8 calcium fluorescence, ACh EC80;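 active = inhibition above a per-plate cutoff, the mean of that plate's test compounds plus 3 SD, cut at about 27% in these data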;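 note: 0% = acetylcholine EC80 with DMSO and 100% = DMSO without agonist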
CRFR2-BP antag – antagonists of CRF-binding protein/CRF-R2 receptor complex. 350,000 compounds, 0.59% hits. HEK293 CRF-R2/CRF-BP, CRF-induced calcium fluorescence. AID 588475. inhibition, % at 11.8 µM;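 active = inhibition of the ligand-induced calcium signal above about 50% at the single tested concentration, limit read from the data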
IDE cell inh – inhibitors of human insulin-degrading enzyme in cells; P14735; HEK cells, FAbetaB cleavage, fluorescence polarization; inhibition, % at 5.59 µM; 320,000 compounds, 0.41% hits;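 active = percent inhibition above the average of all tested compounds plus 3 SD, set per screening campaign, cut at about 16% in these data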;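 note: IDE supplied by intact live HEK cells; FP after avidin binding of uncleaved biotin substrate so inhibition keeps polarization high; 0% = DMSO wells and 100% = 60 µM reference IDE inhibitor Ii1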
M4 antag – blocks acetylcholine activation of human M4 receptor. inhibition, % at 3 µM. 360,000 compounds, 0.73% hits. CHO-hM4 cells, ACh EC80, Fluo-8 calcium fluorescence. P08173;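 active = inhibition above its plate's cutoff, the mean inhibition of sample wells plus 3 SD, cut at about 27% in these data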;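 note: 0% = acetylcholine EC80 with DMSO and 100% = DMSO without agonist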
Active calls of the source: *; x = no result given.

entry	structure	CRFR2-BP ag	CHRM4 PAM	CRFR2-BP antag	M5 antag	CHRM5 agonist	M5 PAM	M4 ag	IDE cell inh	M4 antag
1	COc1ccc(S(=O)(=O)N2CCOCC2)cc1NC(=O)c1cc(C)oc1C	0.4	-1	13	4	1	-7	3	3	-4
2	CCC(C)c1ccc(NC(=S)NCCn2cc(Cl)cn2)cc1 (configuration not stated)	-0.1	-13	3	-8	1	1	0	10	-2
3	O=C(O)c1ccc(N2C(=O)c3[nH]nc(-c4ccccc4)c3C2c2ccccc2)cc1 (configuration not stated)	4.0	-6	-27	-9	-3	-1	0	-2	2
4	CC(NCC(=O)Nc1ccccc1C(=O)NC1CC1)c1ccccc1Cl (configuration not stated)	0.0	-6	2	0	5	-2	14	0	-3
5	Nc1nnc(-c2cccc([N+](=O)[O-])c2)o1	1.5	-9	-12	7	-4	-2	2	-6	7
6	Cc1ccccc1C(=O)c1cccn1CC(=O)NCc1ccc(Cl)cc1	1.5	0	-7	5	-4	-4	0	0	11
7	COc1ccc(N(C(=O)C2CCCCC2)C2C=CS(=O)(=O)C2)c(OC)c1 (configuration not stated)	-0.6	1	18	-6	4	7	1	-2	-4
8	Cc1ccc(OCCSc2cc(C)nc(N)n2)cc1	6.2	-8	-15	2	-1	-8	2	7	1
9	Cc1ccc(C(=O)N2CCN(S(=O)(=O)c3ccc(Br)cc3)CC2)o1	3.9	-1	-14	9	-2	-4	1	-2	-17
10	CC(=O)c1cc(F)c(N2CCN(C(=O)c3ccco3)CC2)cc1C	-0.2	-6	2	1	1	-5	9	3	-6
11	CCCCNS(=O)(=O)c1ccc(NC(=O)C2CCCO2)cc1 (configuration not stated)	-2.3	11	5	-1	1	1	4	5	4
12	CCc1ccc2[nH]c(=O)c(CN(CCO)C(=O)NCc3ccccc3)cc2c1	0.8	8	4	-4	-2	7	-1	2	7
13	COc1cc(OC)cc(C(=O)N(CN2CCCC2=O)c2ccccc2OC)c1	-0.2	4	-19	2	1	-4	0	-1	0
14	CN1C(=O)c2ccccc2N(C)C1c1ccc(F)cc1 (configuration not stated)	-0.1	-4	5	4	-8	5	2	x	-3
15	O=C(OCC(=O)N1CCN(c2ccccc2)CC1)C1=COCCO1	-0.8	-1	4	-3	0	-3	1	11	2
16	O=S(=O)(c1ccc2oc3ccccc3c2c1)N1CCCC1	-1.1	1	-16	-2	-4	-4	1	-2	-9
17	O=C1CSC(=S)N1c1cccnc1	0.9	16	12	3	2	0	3	6	1
18	O=C1C=CN2CCCC2CC1 (configuration not stated)	-1.1	-10	6	3	-9	-8	2	2	2
19	COc1ccc([C@H]2C[C@H](n3cc(COC(=O)c4ccccc4)nn3)[C@@H](O)CN2CC2CCCCC2)cc1	3.0	5	-5	-11	2	-1	0	x	-11
20	COc1ccc(-c2noc(CCC(=O)N3CCN(c4cccc(Cl)c4)CC3)n2)cc1	1.2	2	-4	8	2	-4	2	x	-8
21	CC1(C)COCN1C(=O)c1ccc(Cl)c(Cl)c1	-1.9	3	20	4	-5	-4	1	1	-4
22	CCn1c(SC(C)C(=O)NC2CCCc3ccccc32)nnc1-c1cccs1 (configuration not stated)	11	2	32	-5	0	1	1	2	2
23	COc1ccc(Cl)cc1NC(=O)COC(=O)Cc1cc(OC)c(OC)c(OC)c1	-2.8	1	18	-2	4	-2	6	4	0
24	C[C@H](NC(=O)c1ccccc1)C(=O)OCC(=O)Nc1ccc(Cl)cn1	-2.5	-4	-24	-5	-1	-1	1	x	-1
25	CCc1nnc(NC(=O)[C@@H](NC(=O)c2ccc(OC)cc2)C(C)C)s1	-0.3	8	-11	0	1	6	1	0	-18
26	COc1ccc(C(=O)NNC(=S)NC(=O)c2ccc(Br)o2)cc1OC	10.0	9	-9	2	-4	2	0	2	-2
27	CCCCn1c(SCC(=O)NCc2cccs2)nc2c1c(=O)n(C)c(=O)n2C	-1.9	-3	-43	-2	1	1	6	5	1
28	O=C(CN1CCN(C(=O)C2CCCO2)CC1)Nc1ccc(Cl)c(Cl)c1 (configuration not stated)	0.1	0	0	-2	1	2	5	2	0
29	COc1ccc(CN2CCN(C(=O)c3ccccc3C(=O)c3ccccc3)CC2)cc1F	-2.4	-2	-21	10	0	-3	3	x	-4
30	CC(C)NC(=O)/C(=C/c1cn(-c2ccccc2)nc1-c1cccc([N+](=O)[O-])c1)NC(=O)c1ccccc1	-0.4	-2	-19	10	3	-11	11	2	32*

Rewritten screen by screen: part of the list above.
6	Cc1ccccc1C(=O)c1cccn1CC(=O)NCc1ccc(Cl)cc1
7	COc1ccc(N(C(=O)C2CCCCC2)C2C=CS(=O)(=O)C2)c(OC)c1 (configuration not stated)
8	Cc1ccc(OCCSc2cc(C)nc(N)n2)cc1
9	Cc1ccc(C(=O)N2CCN(S(=O)(=O)c3ccc(Br)cc3)CC2)o1
10	CC(=O)c1cc(F)c(N2CCN(C(=O)c3ccco3)CC2)cc1C
11	CCCCNS(=O)(=O)c1ccc(NC(=O)C2CCCO2)cc1 (configuration not stated)
12	CCc1ccc2[nH]c(=O)c(CN(CCO)C(=O)NCc3ccccc3)cc2c1
13	COc1cc(OC)cc(C(=O)N(CN2CCCC2=O)c2ccccc2OC)c1
14	CN1C(=O)c2ccccc2N(C)C1c1ccc(F)cc1 (configuration not stated)
15	O=C(OCC(=O)N1CCN(c2ccccc2)CC1)C1=COCCO1

Compound	6	7	8	9	10	11	12	13	14	15
CRFR2-BP ag	1.5	-0.6	6.2	3.9	-0.2	-2.3	0.8	-0.2	-0.1	-0.8
CHRM4 PAM	0	1	-8	-1	-6	11	8	4	-4	-1
CRFR2-BP antag	-7	18	-15	-14	2	5	4	-19	5	4
M5 antag	5	-6	2	9	1	-1	-4	2	4	-3
CHRM5 agonist	-4	4	-1	-2	1	1	-2	1	-8	0
M5 PAM	-4	7	-8	-4	-5	1	7	-4	5	-3
M4 ag	0	1	2	1	9	4	-1	0	2	1
IDE cell inh	0	-2	7	-2	3	5	2	-1	x	11
M4 antag	11	-4	1	-17	-6	4	7	0	-3	2

Other results
entry	structure	CRFR2-BP ag	CHRM4 PAM	CRFR2-BP antag	M5 antag	CHRM5 agonist	M5 PAM	M4 ag	IDE cell inh	M4 antag
31	Cc1cccc(/N=C/c2c(C)[nH]n(-c3ccccc3)c2=O)n1	-0.9	12	-6	1	-5	1	0	4	-15
32	CCN(CC)S(=O)(=O)c1cccc(NC(=O)COC(=O)c2cccs2)c1	-0.6	-8	5	5	8	-11	-1	2	-8
33	CC(=O)c1ccc(OCc2cc(=O)n3ccsc3n2)cc1	0.0	-2	-5	6	-1	-6	1	-4	5
34	O=C(NCCS(=O)(=O)NCC1CCCO1)c1ccccc1 (configuration not stated)	-0.2	15	-2	2	-1	3	1	3	1
35	CCOc1c(Br)cc(C(=O)Nc2cccc(S(=O)(=O)N3CCOCC3)c2)cc1OC	1.0	0	-5	-7	2	1	16	x	-23
36	Oc1ccccc1N1CCN(c2ncnc3scc(-c4ccccc4)c23)CC1	1.0	-7	-21	13	-2	-9	10	4	5
37	COc1ccc(Cl)cc1Nc1cc(C)nc2nc(C)nn12	-2.7	6	10	0	2	2	0	5	-10
38	CC(C)(C)C(=O)CSc1nc2ccccc2o1	-2.1	-5	22	-1	0	-6	2	5	-2
39	COc1cc(CNc2nnnn2C)cc(OC)c1OC	-1.7	-6	-1	11	-1	0	0	3	12
40	CCN(CC)c1ccc(/C=N/NC(=O)c2cc(C)nc3ccccc23)cc1	0.5	0	4	5	-3	11	2	10	-1
41	O=C1/C(=C\c2cccnc2)SC(=S)N1c1ccc(F)cc1	-2.0	7	-12	2	2	-1	4	6	-1
42	COc1ccc(/C=N/n2c(C)nc3sc(C)c(C)c3c2=O)cc1OC	9.0	3	-27	1	-3	6	3	2	7
43	COc1cc2nc(CN3CCN(C(C)=O)CC3)[nH]c(=O)c2cc1OC	0.5	0	-5	0	-1	-3	0	5	1
44	CCOC(=O)C1CCN(C(=O)C2CCN(S(=O)(=O)c3ccc4ccccc4c3)CC2)CC1	-1.1	10	24	-5	-5	-5	1	8	-10
45	CC(=O)Nc1ccc(NC(=O)CSc2nccn2Cc2ccc(Cl)cc2)cc1	-0.3	-4	3	14	-2	-5	5	2	3
46	COc1ccc(CN2C(=O)c3ccccc3C2C(=O)NC2CCC(C)CC2)c(OC)c1 (configuration not stated)	-6.6	-7	-8	9	-2	-4	2	8	10
47	O=C(Nc1cc(Cl)ccc1Cl)c1ccc(OC(=O)c2ccco2)cc1	2.9	-6	-38	-12	-2	0	1	-2	14
48	CC1=C(c2ccccc2)[N+](=O)C2(CCCCC2)N1[O-]	-0.2	3	3	0	-1	1	2	2	-4
49	COc1cccc(/C=C2\CC(C)Cc3c2nc2ccccc2c3C(=O)O)c1OC (configuration not stated)	3.6	4	-4	-7	1	9	0	2	1
50	CCCCS(=O)CC(COCc1ccccc1)OC(=O)CSc1nc(C)cc(C)n1 (configuration not stated)	-0.3	-6	-12	-4	-2	-3	2	-3	-1
51	CC(=O)Nc1ccc(S(=O)(=O)N2CCCC3CCCCC32)cc1 (configuration not stated)	-0.4	4	0	-1	1	-6	2	-2	3
52	COc1cccc(N2C(=NC(=O)CCC3CCCC3)SC3CS(=O)(=O)CC32)c1 (configuration not stated)	0.8	-2	-12	2	3	2	2	4	-2

M4 antag, what is marked active above.
item	SMILES	CRFR2-BP ag	CHRM4 PAM	CRFR2-BP antag	M5 antag	CHRM5 agonist	M4 ag	IDE cell inh	M4 antag
30	CC(C)NC(=O)/C(=C/c1cn(-c2ccccc2)nc1-c1cccc([N+](=O)[O-])c1)NC(=O)c1ccccc1	-0.4	-2	-19	10	3	11	2	32*

From PubChem
